ASM inhibitor: inhibitors of human secretory acid sphingomyelinase. P17405. placental ASM, HMU-PC fluorogenic substrate, 60 min. Potency, µM (highest dose often 57.5 µM), without a hit: at the top dose activity change, negative = inhibition, actives largely listed as inhibitors. actives 0.006% (n = 340,000). AID 504937; further: potency means the concentration at half of the fitted maximal effect
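Human placenta-derived ASM preincubated with compound 10 min at room temperature, then reacted with 9 uM (final) fluorogenic HMU-PC substrate for 60 min at 37 C. Stop solution raises pH to 10; fluorescence read at Ex 386/Em 447 nm.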
PKM2 activator: PKM2 (human) enzyme activation | Potency, µM (titrated, usually from 57.5 µM), for the others: top-dose activation, actives largely listed as activators | purified PKM2, Kinase-Glo ATP luminescence, activation; response scale: 0% is enzyme alone, no compound | actives 0.34% (n = 260,000); further: potency means the concentration at half of the fitted maximal effect; on the % scale 0 is the no-effect control and ±100 the full control effect; nearly all actives have a fitted effect of over 55% in size
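hPK-M2, >95% pure; 0.1 mM ADP / 0.5 mM PEP final; imidazole pH7.2 buffer w/ 7 mM MgCl2, 50 mM KCl; 1 h RT; Kinase-Glo lum. Intermediate enzyme activity for dual inhibitor/activator qHTS.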
B2AR arrestin: agonists driving beta-arrestin recruitment to human beta2-adrenergic receptor; Potency, µM (top dose mostly 46.1 µM), for the others: at the highest dose activation, hits mostly activators; actives 0.02% (n = 330,000); beta-arrestin recruitment to beta2AR, cell-based reporter; P07550;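 further: potency means the concentration at half of the fitted maximal effect; 0% = DMSO controls and full agonism = EC100 isoproterenol or metaproterenol; nearly all actives have a fitted effect of over 65% in size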
FBPA coupling cs: counter-screen for Giardia aldolase inhibitors: coupling enzyme system | actives 0.67% (n = 290,000) | activity change, negative = inhibition, % at 58.2 µM, hits read low | coupling enzyme system counterscreen, AmpLite Red fluorescence | AID 2472; in the data active means activity change below about -30%; further: on the % scale 0 is the no-effect control and ±100 the full control effect
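Counterscreen of the coupled detection system alone, without aldolase: glyceraldehyde-3-phosphate coupling enzymes plus AmpLite Red readout. Compounds at 57.5 uM final, 10 min RT preincubation, 20 min RT reaction, fluorescence 525/598 nm.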
a7 integrin act: activators of alpha7 integrin expression for muscular dystrophy | alpha7betagal myoblasts, beta-gal FDG fluorescence, 48 h | Potency, µM (doses to about 38.3 µM), for inactives: at the top dose activation, most hits filed as activators | actives 0.064% (n = 350,000);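 further: potency means the concentration at half of the fitted maximal effect; 100% = response of the positive control SU9516; nearly all actives have a fitted effect of over 60% in size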
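alpha7betagal+/- myoblasts (passage 13, 250/well) treated 48 h at 37C with compounds at 1:260 dilution of DMSO stock. Lysed, then beta-galactosidase activity read as FDG fluorescence (ex 480/em 540) after 30 min, with pre-read for autofluorescence.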
PTAP TSG101 blk: blocks PTAP/TSG101 interaction to inhibit HIV-1 budding. Potency, µM (doses to about 115 µM), without a hit: top-dose activity change, negative = inhibition, actives largely listed as inhibitors. 340,000 tested, under 10 active. Fluorescence polarization, FITC-PTAP peptide / Tsg101 binding. AID 493005; active means well fitted inhibition curve with a large enough effect in the main read-out, with a control signal flat, not every such curve was filed as active; inconclusive means small, poorly fitted or top-dose-only effect, or effect the other way, or a change in a side signal; inactive means no such curve, though single readings can be large or run the other way; further: potency means the concentration at half of the fitted maximal effect; % of control where 0% means no effect
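FP read-out: FITC-PTAP peptide, 50 nM final, binding Tsg101 binding domain, 10 uM final; 20 min, r.t.; 10 mM HEPES pH 7.5, 0.15 M NaCl, 0.01% Tween 20, 3 mM EDTA, 0.1 mM TCEP.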
Tb PFK block: T. brucei PFK enzyme inhibition. Potency, µM (doses to about 57.5 µM), without a hit: top-dose activity, negative = inhibition, most hits filed as inhibitors. actives 0.17% (n = 330,000). T. brucei PFK, ADP-Glo luminescence;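 further: potency means the concentration at half of the fitted maximal effect; 0% = uninhibited 1x PFK enzyme wells and -100% = no-enzyme wells; nearly all actives have a fitted effect of over 60% in size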
Target sequence (O15648 whole entry, looked up): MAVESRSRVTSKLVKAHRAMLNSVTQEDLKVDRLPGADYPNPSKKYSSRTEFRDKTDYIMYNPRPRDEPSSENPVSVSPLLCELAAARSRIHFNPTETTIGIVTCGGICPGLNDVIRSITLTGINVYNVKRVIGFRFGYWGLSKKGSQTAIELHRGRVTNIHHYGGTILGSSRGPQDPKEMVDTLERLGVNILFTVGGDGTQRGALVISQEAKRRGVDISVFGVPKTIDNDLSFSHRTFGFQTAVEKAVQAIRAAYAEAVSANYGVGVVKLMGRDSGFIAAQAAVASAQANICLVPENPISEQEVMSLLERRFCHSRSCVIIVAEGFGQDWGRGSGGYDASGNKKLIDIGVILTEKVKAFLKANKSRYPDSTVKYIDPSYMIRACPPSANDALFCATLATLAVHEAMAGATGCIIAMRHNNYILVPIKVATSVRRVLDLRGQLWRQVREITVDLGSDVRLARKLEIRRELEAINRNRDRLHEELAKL
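1.25 nM PFK with 0.5 mM F6P and 0.1 mM ATP in 0.1 M TEA pH 8.0, 5 mM MgCl2, incubated 45 min at room temperature; ADP measured by ADP-Glo luminescence; compounds titrated up to 57 uM.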
GALK inhibitor: blocks human galactokinase activity. P51570. Purified GALK, Kinase-Glo residual ATP luminescence. Potency, µM (highest dose often 57.5 µM), inactives show at the highest dose activity change, negative = inhibition, actives largely listed as inhibitors. actives 0.007% (n = 270,000); further: potency means the concentration at half of the fitted maximal effect; on the % scale 0 is the no-effect control and ±100 the full control effect
Target sequence (P51570 whole entry, looked up): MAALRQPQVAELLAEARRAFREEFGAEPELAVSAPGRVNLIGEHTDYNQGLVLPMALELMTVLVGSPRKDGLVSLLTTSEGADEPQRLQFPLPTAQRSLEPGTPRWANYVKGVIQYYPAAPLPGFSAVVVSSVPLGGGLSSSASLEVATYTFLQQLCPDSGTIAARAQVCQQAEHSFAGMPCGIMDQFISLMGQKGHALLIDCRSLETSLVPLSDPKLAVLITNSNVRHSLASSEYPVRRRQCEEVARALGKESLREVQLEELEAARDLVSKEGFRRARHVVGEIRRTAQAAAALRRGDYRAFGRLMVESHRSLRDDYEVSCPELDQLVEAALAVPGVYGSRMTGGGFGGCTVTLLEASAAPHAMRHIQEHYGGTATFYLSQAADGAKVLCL
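ATP-depletion format; final 35 uM ATP, 100 uM D-galactose, 5 nM enzyme; pH 8.0 HEPES/Mg2+ buffer; 60 min RT; luminescence read 10 min after detection reagent.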
Giardia kill: Giardia lamblia killing. activity change, % at 7.66 µM, hits read low. actives 0.15% (n = 340,000). Giardia lamblia trophozoite viability; in the data active means activity change below about -80%; inconclusive means between about -30% and that limit;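 further: parasites exposed to compound for two days anaerobically before the ATP read; on the % scale 0 is the no-effect control and ±100 the full control effect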
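Each well holds 100 Giardia trophozoites and compound. After two days (48 hrs) at 37 deg C in anaerobic conditions, ATP is quantified by luminescence.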
BCR signal inh: blocks chronic active B-cell receptor signaling. ABC-DLBCL IkBa-CBG/CBR reporter, luminescence ratio, 4 h. Potency, µM (titrated, usually from 46.1 µM), without a hit: top-dose ratio change, negative = lower green/red ratio, actives largely listed as inhibitors. actives 0.05% (n = 340,000); active means well fitted inhibition curve with a large enough effect in the signal ratio, with a control signal flat, not every such curve was filed as active; inconclusive means small, poorly fitted or top-dose-only effect, or effect the other way, or a change in a side signal; the % refers to the signal ratio;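 further: potency means the concentration at half of the fitted maximal effect; plate controls were basal doxycycline-induced cells for no effect and cells given 10 µM MG132 for full effect; MG132 reads +100%, hits lower the ratio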
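TMD8 human ABC-DLBCL cells with doxycycline-inducible IκBα–green luciferase fusion and unfused red luciferase, in 0.5% FBS medium; compounds up to 46 uM, 4 h at 37C. Green/red luminescence ratio, filter-overlap corrected, fitted to concentration-response curves.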
Menin MLL FP TR: inhibitors of human menin-MLL interaction, mutant MLL peptide; Potency, µM (highest dose often 61.6 µM), without a hit: at the highest dose FP activity change, negative = inhibition, most hits filed as inhibitors; O00255; actives 0.23% (n = 270,000); Menin + Texas Red MLL mutant peptide, fluorescence polarization; active means well fitted inhibition curve with a large enough effect in the polarisation, with a control signal flat, not every such curve was filed as active; inconclusive means small, poorly fitted or top-dose-only effect, or effect the other way, or a change in a side signal; inactive means no such curve, though single readings can be large or run the other way; the % refers to the polarisation; further: potency means the concentration at half of the fitted maximal effect; % of control where 0% means no effect; many of its hits are not listed in these tables
* hit, by the source's call; i = inactive; ? = inconclusive; . = no result given; & = joins results of further samples; [ ] = remark or other dose. Unless noted, the call rests on the fitted dose curve; in most records, active means well fitted curve in the direction sought with a large enough effect; inconclusive means small, poorly fitted or top-dose-only effect, or another doubt; inactive means no such curve, though single readings can be large; an effect the other way counts as inactive or inconclusive. An excerpt; count on the stated rates, not on these rows.

SMILES	ASM inhibitor	PKM2 activator	B2AR arrestin	FBPA coupling cs	a7 integrin act	PTAP TSG101 blk	Tb PFK block	GALK inhibitor	Giardia kill	BCR signal inh	Menin MLL FP TR
Cc1ccc(S(=O)(=O)N2CCCC2C(=O)Nc2cc(C)on2)cc1 (stereo not drawn)	6%	-5%	0.2%	3	4%	-4%	3%	7%	4	-1%	2%
CC(Oc1ccc(F)cc1)C(=O)Nc1cccc(-c2nn[nH]n2)c1 (stereo not drawn)	13%	-6%	0.1%	7	-26%	-7%	-11%	1%	-16	0%	?
O=C(NCc1ccc2c(c1)OCO2)C(=O)Nc1cc2c3c(c1)CC(=O)N3CCC2	-1%	.	0.0%	.	14%	1%	0%	.	-4	?	.
N#Cc1ccc(OCC(=O)N2CCCC2=O)cc1	7%	.	0.2%	.	?	-3%	10%	.	-20	0%	.
C/C(CC(=O)Nc1ccc2c(c1)OCCO2)=N\NC(=O)Cc1ccc(Cl)cc1	0%	-1%	-0.1%	-2	-22%	0%	-6%	-3%	-7	1%	3%
Cc1onc(-c2ccccc2)c1C(=O)OCC(=O)c1ccccc1	-7%	6%	-0.2%	5	12%	0%	-5%	0%	4	?	13%
COc1cc(OC)cc(C(=O)N2CCCC(Nc3ccc(F)cc3)C2)c1 (stereo not drawn)	2%	0%	0.4%	1	?	-4%	-14%	2%	6	-9%	-6%
NC(=O)c1ccccc1NC(=O)CN1CCN(Cc2ccc(Cl)cc2Cl)CC1	5%	3%	0.8%	0	-36%	2%	-14%	2%	4	-13%	2%
CCOC(=O)c1c(C)nc(C)c(C(=O)OCC)c1-c1ccc(Br)cc1	0%	2%	-0.5%	3	5%	-7%	5%	0%	-7	?	5%
CCN(CC)C(=O)c1ccc(C(=O)c2ccccc2)cc1	-1%	-3%	-0.4%	3	-21%	-3%	-4%	0%	10	8%	-1%
COc1ccc2cc(-c3ccccc3)c(=O)oc2c1	.	-3%[0.46 µM]	-0.1%	1	?	-6%	-4%	7%	-17	?	7%
CS(=O)(=O)N(CC(=O)N1CCc2ccccc2C1)c1cccc(F)c1	2%	-1%	-1.2%	-3	-3%	0%	0%	-2%	-29	2%	-6%
CCOc1ccccc1C(=O)NCC(=O)OCc1csc(CC(=O)Nc2ccc(C)cc2)n1	-2%	.	2.8%	.	0%	-2%	2%	.	3	1%	.
COc1ccc(Oc2nnc(C)c3ccccc23)cc1	-1%	0%	-1.1%	1	5%	0%	0%	0%	6	?	-12%
CC(C)[C@H](NC(=O)OCc1ccccc1)C(=O)OCC(=O)c1ccccc1	0%	.	1.1%	.	-22%	-3%	11%	.	-4	-7%	.
Cc1ccc(C(=O)O/N=C(\N)c2ccc(Br)cc2)cc1C	-2%	-3%	0.1%	2	12%	-2%	3%	0%	-4	25%	-20%
Cc1ccc(CN(C(=O)c2csnn2)C(C(=O)NC2CCCC2)c2cccnc2)cc1 (stereo not drawn)	2%	0%	-0.6%	0	18%	0%	11%	1%	4	6%	3%
COc1ccc(CN(C(=S)Nc2ccccc2)C2CC(=O)N(c3ccccc3)C2=O)cc1 (stereo not drawn)	-6%	0%	-1.6%	-1	-23%	-1%	-18%	-1%	-21	14%	?
OC(c1ccccc1)c1nccc2ccccc12 (stereo not drawn)	8%	4%	-0.5%	-1	-5%	1%	-2%	4%	28	-4%	13%
COc1cc(OC)cc(C(=O)NCC(=O)N2CCC(C)CC2)c1	-1%	-2%	-0.6%	2	-6%	-3%	2%	6%	6	?	9%
N#CCCn1c(C(C#N)(CCC#N)CCC#N)nc2ccccc21	2%	-4%	-0.2%	0	6%	-7%	-2%	0%	0	-3%	4%
O=C(NCCc1ccccc1)C1CCN(S(=O)(=O)N2CCCCCC2)CC1	5%	1%	-0.4%	4	21%	-3%	0%	7%	2	-7%	-18%
CCOc1cc(C(C(=O)NCC2CCCO2)N(C(=O)Cn2nnc3ccccc32)c2ccc(C(C)=O)cc2)ccc1O (stereo not drawn)	-3%	0%	-0.7%	1	?	-2%	-2%	-1%	43[activator]	0%	-18%
Cc1ccc(NC2=C(N3CCCCC3)C(=O)c3ccccc3C2=O)cc1	-20%	3%	-0.1%	-45*	-46%[inhibitor]	-8%	-1%	0%	2	?	-7%
COc1cccc(C2C(C#N)=C(N)Oc3c2oc(CO)cc3=O)c1OC (stereo not drawn)	1%	0%	0.0%	-6	3%	-4%	0%	-2%	9	7%	-9%
Cc1oc(C(C)(C)C)cc1C(=O)NCc1ccc2c(c1)OCO2	-1%	3%	-0.9%	3	-38%[inhibitor]	0%	-1%	.	-14	11%	.
CC(=O)c1c(C)oc2c1cc(NS(=O)(=O)c1ccc(C(=O)O)cc1)c1ccccc12	23%	0%	0.5%	1	0%	-3%	-5%	-2%	52[activator]	11%	37%[activator]
O=C(Nc1nnc(S(=O)(=O)Nc2ccccc2)s1)C1CCCCC1	-4%	-9%	-0.9%	3	2%	3%	-2%	.	-6&-12	17%	22%
CCCCN1C(=O)CC(Sc2ccccc2C(=O)O)C1=O (stereo not drawn)	4%	4%	-0.4%	3	-47%[inhibitor]	-1%	10%	-4%	-4	4%	12%
CCCn1c(SCC(=O)NC(C)(C)C)nnc1-c1ccco1	0%	26%	0.1%	1	-4%	0%	-7%	2%	0	-12%	7%
CC(=O)Nc1cccc(NC(=O)CCc2ccccc2)c1	0%	4%	-0.1%	4	15%	2%	5%	0%	-14	?	-2%
C=CCNC(=O)C(=O)NCCOc1ccccc1Cl	0%	-4%	-0.4%	5	-16%	-5%	3%	1%	4	5%	2%
CC(NC(=O)NCCCC(=O)O)(C(F)(F)F)C(F)(F)F	2%	-4%	-0.2%	2	7%	-2%	0%	0%	-5	12%	-2%
CN1CCc2c(sc(/N=C/c3ccco3)c2C(N)=O)C1	.	-6%	7.8%	3	-12%	-14%	-4%	5%	-16	4%	-21%
CCOCCCNC(=O)c1cn(CC)c2ccc(S(=O)(=O)N3CCC(C)CC3)cc2c1=O	-4%	.	-0.1%	2	?	-4%	-3%	-7%	-5	4%	0%
Cc1sc(NC(=O)CSc2nc(N)cc(N)n2)c(C#N)c1C	-2%	1%	-0.1%	1	-17%	-6%	-1%	6%	15	-10%	.
O=C1NC(c2cccc(Cl)c2)Nc2ccccc21 (stereo not drawn)	168%[activator]	-1%	0.2%	-2	-24%	-2%	-1%	0%	-3	-14%	-12%
Cc1cccc(OCCn2c(=O)oc3ccc(C)cc32)c1	-12%	2%	-0.1%	0	29%	-5%	2%	2%	17	?	-10%
Cc1ccc(S(=O)(=O)NCc2ccccc2)cc1C(=O)NC1CCCCC1	-1%	-4%	0.1%	-2	0%	0%	4%	-6%	17	5%	1%
Cc1c(C(=O)N2CCOCC2)c(S(=O)(=O)Nc2ccccc2F)c(C)n1C	8%	.	-0.3%	2	9%	-3%	-1%	-5%	13	-21%	2%
CC(=O)Nc1ccc(NC(=O)C(C)OC(=O)c2cccc(S(=O)(=O)N3CCCCC3)c2)cc1 (stereo not drawn)	-1%	-3%	-0.3%	.	16%	.	-3%	-2%	3	1%	.
COC(=O)c1ccccc1-c1ccc(/C=N/Nc2nc(N3CCCC3)nc(N3CCCC3)n2)o1	i	-2%	-0.7%	2	-36%	0%	-3%	3%	-18	?	.
O=C(O)c1ccccc1C(=O)Nc1ccc(Nc2ccc([N+](=O)[O-])cc2[N+](=O)[O-])cc1	-1%	.	0.0%	4	-9%	-4%	6%	.	13	1%	?
O=C(Nc1cc2c(cc1Br)OCCO2)c1cccnc1	2%	-12%	-0.2%	.	-9%	-7%	0%	-7%	-1	3%	.
COc1ccc(/C=N/NC(=S)Nc2cc(C(F)(F)F)ccc2Cl)cc1	6%	5%	-0.6%	0	?	0%	1%	-2%	-10	-4%	.
O=c1c2ccccc2nc(COc2ccccc2)n1/N=C/c1ccc(O)cc1O	-15%	-3%	0.0%	-2	-11%	-1%	2%	-3%	-6	?	.
COc1cccc(C(=O)NCCSc2ccc(C)cc2)c1	-2%	-7%	-1.9%	0	17%	2%	3%	2%	-10	?	-10%

Bioassay records: PubChem, National Center for Advancing Translational Sciences (NCATS)
